CCR6 antagonist = CCR6 (human) receptor antagonism | P51684 | CHO-K1 CCR6 PathHunter beta-arrestin, luminescence, CCL20-stimulated | inhibition, % at 20 µM | 340,000 compounds, 0.49% hits;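 active means compounds whose inhibition of the agonist-driven luminescence signal at 20 µM reaches about 50%, limit read from the data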;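 further: cells stimulated with CCL20 at 14 nM final; plate controls were DMSO with CCL20 for no effect and DMSO without agonist for full effect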
A3G deaminase = inhibitors of human APOBEC3G DNA deaminase | Q9HC16 | recombinant A3G, ssDNA deamination FAM/TAMRA fluorescence | inhibition, % at 20 µM | 330,000 compounds, 0.28% hits | AID 493012;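 active means inhibition of at least 40% at 20 µM, with no more than 30% in the related APOBEC3A deaminase screen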;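 further: plate controls were DMSO wells with A3G for no effect and wells lacking A3G enzyme for full effect; some compounds called inactive have numbers as strong as hits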
MPTP block = inhibitors of mitochondrial permeability transition pore; inhibition, % at 10 µM; isolated mouse mitochondria, Ca2+ swelling absorbance, 30 min; 360,000 compounds, 1.4% hits;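 active means inhibition of 50% or more, scaled per plate between neutral and stimulator controls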;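 further: 0% = DMSO wells given calcium and 100% = 1 mM EGTA wells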
APOBEC3A inh = blocks human APOBEC3A ssDNA deamination. recombinant A3A, FAM/TAMRA ssDNA deamination fluorescence. 330,000 compounds, 0.41% hits. P31941. inhibition, % at 20 µM;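 active means at least 40% inhibition at 20 µM here, with at most 30% in a related deaminase screen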;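 further: plate controls were A3A with DMSO for no effect and wells lacking A3A enzyme for full effect; some results filed as inactive read as strong as hits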
Target sequence (P31941 whole entry, looked up): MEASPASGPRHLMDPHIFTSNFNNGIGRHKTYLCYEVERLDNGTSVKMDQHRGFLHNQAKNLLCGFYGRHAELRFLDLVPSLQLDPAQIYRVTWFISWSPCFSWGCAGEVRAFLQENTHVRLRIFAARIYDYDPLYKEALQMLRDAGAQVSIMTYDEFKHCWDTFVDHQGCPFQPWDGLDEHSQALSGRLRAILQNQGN
EBI2 antag = antagonists of human EBI2 receptor | P32249 | EBI2 beta-arrestin recruitment, luminescence, 7a,25-OHC stimulated | 360,000 compounds, 0.81% hits | inhibition, % at 5 µM; in the data active means inhibition above about 38%;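 further: enzyme fragment complementation signal reports receptor beta-arrestin coupling in cells; 0% = agonist plus DMSO wells and 100% = wells without agonist; some results beyond the cut were filed as inactive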
Target sequence (P32249 whole entry, looked up, the tested form may be a part): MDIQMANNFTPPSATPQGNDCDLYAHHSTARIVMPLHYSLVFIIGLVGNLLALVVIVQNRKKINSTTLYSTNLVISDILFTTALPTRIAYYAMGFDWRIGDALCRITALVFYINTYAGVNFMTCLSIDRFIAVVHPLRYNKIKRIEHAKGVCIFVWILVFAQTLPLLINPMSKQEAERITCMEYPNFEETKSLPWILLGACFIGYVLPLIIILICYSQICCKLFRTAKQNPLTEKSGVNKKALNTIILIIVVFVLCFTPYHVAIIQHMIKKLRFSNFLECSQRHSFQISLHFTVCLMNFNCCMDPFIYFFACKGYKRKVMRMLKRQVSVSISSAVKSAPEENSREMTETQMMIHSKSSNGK
CXCR6 inh = blocks human CXCR6 beta-arrestin recruitment; CHO-K1 PathHunter CXCR6 beta-arrestin, luminescence; O00574; inhibition, % at 20 µM; 360,000 compounds, 0.36% hits; AID 602244; in the data active means inhibition above about 34%, passing the limit was not always enough;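 further: antagonist mode with CXCL16 agonist at 10 nM final; 0% = 10 nM CXCL16 with DMSO and 100% = unstimulated wells without agonist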
Target sequence (O00574 whole entry, looked up): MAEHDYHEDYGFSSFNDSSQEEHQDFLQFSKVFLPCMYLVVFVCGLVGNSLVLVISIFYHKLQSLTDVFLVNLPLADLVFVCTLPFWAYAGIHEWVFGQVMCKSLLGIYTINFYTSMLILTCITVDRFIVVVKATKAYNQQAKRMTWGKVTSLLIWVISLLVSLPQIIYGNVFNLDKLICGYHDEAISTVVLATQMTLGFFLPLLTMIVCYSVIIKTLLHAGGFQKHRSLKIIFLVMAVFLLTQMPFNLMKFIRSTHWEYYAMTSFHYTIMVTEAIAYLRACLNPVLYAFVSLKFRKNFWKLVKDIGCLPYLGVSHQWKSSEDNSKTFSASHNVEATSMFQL
Gli-Sufu block = Gli-Sufu pathway antagonism. inhibition, % at 5 µM. Sufu-KO-LIGHT fibroblasts, Gli luciferase reporter luminescence. 340,000 compounds, 0.74% hits;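 active means inhibition above about 55%, limit read from the data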;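 further: 0% = DMSO-treated cells and 100% = wells with medium but no cells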
NR3A LBD binder = NR3A (human) ligand-binding domain modulation | NR3A LBD differential scanning fluorimetry, Tm shift; 0% = protein alone, 100% = glycine-bound protein | Tm shift relative to glycine control, % at 25 µM | 340,000 compounds, 2.5% hits;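 active means melting temperature shift of at least 10% of the positive control shift, at one fixed dose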
* = called active by the depositor; · = no result given; & = joins results of further samples; ! = not confirmed by another sample.

structure,A3G deaminase,CXCR6 inh,EBI2 antag,NR3A LBD binder,CCR6 antagonist,APOBEC3A inh,Gli-Sufu block,MPTP block
O=C(CCc1c[nH]c2ccccc12)NN1C(=O)NC2(CCCCC2)C1=O,-11,3,-4,-2,8,-7,-13,0.0
CC(=O)c1cccc(NC(=O)Nc2ccc3c(c2)CCC3)c1,5,3,15,22*,9,0,-53,34
NC1=C(Br)C(=O)c2ncccc2C1=O,·,-13,-45,4,9,·,85*,1.9
Cc1cc(C)n2ncc(S(=O)(=O)c3ccccc3)c2n1,-3,-6,1,1,5,-2,-7,-0.4
CCC(C)C(NC(=O)C(N)CC(C)C)C(=O)NC(CCC(=O)OCc1ccccc1)C(N)=O (centres undefined),-1,0,0,2,-8,-2,2,-0.1
CCN(C(=O)Cn1c(=O)n(Cc2ccccc2)c(=O)c2ccccc21)c1cccc(C)c1,2,11,17,0,33,1,5,2.2
O=C(CN1C(=O)S/C(=C\c2ccc(Cl)cc2)C1=O)NCCCn1ccnc1,-3,-1,-3,0,0,-5,14,0.0
Cc1cc(=O)oc2ccc(OCC(=O)N3CCc4ccccc43)cc12,-3,-4,-1,0,1,-1,-5,0.8
CCN(CCCNC(=O)CN(C)S(=O)(=O)c1ccc2c(c1)CCC(=O)N2)c1cccc(C)c1,-7,2,7,-2,0,-5,0,0.9
COc1ccc(S(=O)(=O)N2CCC(C(=O)Nc3nnc(CCN4CCCCC4)s3)CC2)cc1,-4,6,1,1,-9,-1,8,0.7
CCOc1ccc(Nc2nc(N(C)c3ccccc3)nc(N)c2[N+](=O)[O-])cc1,-7,-3,-9,7,11,-1,11,2.5
O=C1N(Cc2cccc(Cl)c2)C[C@@H]2C[C@@H](c3cccn3-c3ccccn3)N3CCC[C@@]123,1,6,4,2,8,5,23,-0.1

Ordered by number of heavy atoms (falling): some entries from above.
structure,A3G deaminase,CXCR6 inh,EBI2 antag,NR3A LBD binder,CCR6 antagonist,APOBEC3A inh,Gli-Sufu block,MPTP block
COc1ccc(S(=O)(=O)N2CCC(C(=O)Nc3nnc(CCN4CCCCC4)s3)CC2)cc1,-4,6,1,1,-9,-1,8,0.7
CCN(C(=O)Cn1c(=O)n(Cc2ccccc2)c(=O)c2ccccc21)c1cccc(C)c1,2,11,17,0,33,1,5,2.2
O=C1N(Cc2cccc(Cl)c2)C[C@@H]2C[C@@H](c3cccn3-c3ccccn3)N3CCC[C@@]123,1,6,4,2,8,5,23,-0.1
CCOc1ccc(Nc2nc(N(C)c3ccccc3)nc(N)c2[N+](=O)[O-])cc1,-7,-3,-9,7,11,-1,11,2.5
O=C(CN1C(=O)S/C(=C\c2ccc(Cl)cc2)C1=O)NCCCn1ccnc1,-3,-1,-3,0,0,-5,14,0.0
O=C(CCc1c[nH]c2ccccc12)NN1C(=O)NC2(CCCCC2)C1=O,-11,3,-4,-2,8,-7,-13,0.0
CC(=O)c1cccc(NC(=O)Nc2ccc3c(c2)CCC3)c1,5,3,15,22*,9,0,-53,34
NC1=C(Br)C(=O)c2ncccc2C1=O,·,-13,-45,4,9,·,85*,1.9

The results go on:
structure,A3G deaminase,CXCR6 inh,EBI2 antag,NR3A LBD binder,CCR6 antagonist,APOBEC3A inh,Gli-Sufu block,MPTP block
O=C(O)CCCC(=O)N1N=C(c2c(-c3ccccc3)c3cc(Cl)ccc3[nH]c2=O)CC1c1cccs1 (centres undefined),·,-1,-7,-3,23,·,-12,10
C=CCNC(=S)NNC(=O)CCC(O)COCCC(C)C (centres undefined),-8,3,-8,-2,3,-2,-6,-0.7
CC(OC(=O)c1cc2c(s1)CCCCC2)C(=O)NC(N)=O (centres undefined),-5,1,-4,-1,8,-1,20,3.4
COc1cccc(CN2CCC(n3nccc3NC(=O)CCOc3ccccc3)CC2)c1O,-2,-1,3,0,10,-1,13,0.3
O=C(Nc1cccc2nsnc12)c1cccs1,-3&-4,-1&-2,-2&-5,-3&1,20&6,-1&0,7&40,6.5&-0.1
CCOC(=O)CCCC(=O)N1CCOCCOCCOCC1,1,-5,-12,-1,4,1,3,1.7
CCOC(=O)C(NC(=O)c1cccc(Cl)c1)(Nc1nnc(C)s1)C(F)(F)F (centres undefined),-2,1,-5,0,2,-2,-3,-0.8
O=C(c1cc2ncc(Br)cn2n1)N1CCOCC1,-5,2,9,2,-5,10,-1,-0.7
Cn1c(C(=O)NCCOc2ccccc2Cl)cc(=O)n(C)c1=O,-6,4,-2,0,4,3,32,-2.0
O=C(O)c1cccc(Nc2c3ccccc3nc3ccccc23)c1,-2,-4,-8,-20,23,-9,-1,-1.5
Cc1ccc(N2CC(NC(=O)C(=O)c3c[nH]c4ccccc34)CC2=O)cc1C (centres undefined),-12,-3,13,0,-8,-2,-8,-1.3
COC(=O)C1=C(C)N(C)C(=O)NC1c1cc2c(cc1[N+](=O)[O-])OCO2 (centres undefined),17,6,-6,-1,8,16,2,0.6
Cn1c(=O)oc2cc(S(=O)(=O)N3CCN(c4ccccn4)CC3)ccc21,1,-2,-6,4,-9,3,43,-1.5
CCOCCCNC(=O)c1cccc(OC2CCN(S(C)(=O)=O)CC2)c1,-5,3,-11,3,7,-5,-31,-0.5
O=C(CN1C(=O)CCC1=O)Nc1cccc2c1C(=O)NC2=O,-7,-7,1,-1,-2,0,-18,-1.2
CCOc1ccccc1NC(=O)c1ccc2c(=O)n3c(nc2c1)CCCCC3,-3,6,10,2,-18,0,17,-0.8
CN1C(=O)S/C(=C/c2ccccc2OCc2ccc(C(=O)O)cc2)C1=O,-3,6,0,1,8,1,1,-0.8
COc1ccc2nc(NC(=O)CN3C(=O)NC4(CCCC4)C3=O)sc2c1,-9,2,3,0,1,-3,-12,0.8
COc1ccc(S(=O)(=O)N2CCCCCC2)cc1NC(C)C(=O)Nc1ccc(NC(C)=O)cc1 (centres undefined),·,-4,3,2,6,·,-1,0.4
CCOC(=O)N1CCN(CC(=O)c2ccc(O)c(C)c2O)CC1,0,-5,-13,-2,-10,-10,-8,-1.3
Cc1ccccc1CSc1nnc(Cn2c(=O)sc3ccccc32)n1C,-9,1,-6,0,17,-3,-4,-2.7
CN1CCCN(C(=O)c2ccc(Cl)cc2)CC1,14,-2,-5,0,-10,-6,-7,-0.3
COc1ccc(-n2cc(CNCCN3CCOC3=O)c(-c3ccccc3Cl)n2)cc1,-1,2,13,-1,12,3,-1,-0.6
COc1ccc(N(C(C)C(=O)N2CCC(Cc3ccccc3)CC2)S(C)(=O)=O)cc1 (centres undefined),-9,3,0,-1,6,-4,33,9.1
CC(=O)c1c(C)[nH]c(C(=O)CSc2nc3ccc(C)cc3[nH]2)c1C,-8,-2,11,-3,12,-2,9,-0.7
Nc1nc(NCc2ccccc2)nc(Nc2cccc(F)c2)c1[N+](=O)[O-],-7,-2,1,-17,-10,-3,3,5.8
Cc1ccc(CN2C(=NC(=O)CCC(=O)O)SC3CS(=O)(=O)CC32)cc1 (centres undefined),-4,-4,-7,0,5,0,7,0.7
COCC(C)n1c(-c2ccc3c(c2)NC(=O)CO3)csc1=Nc1ccc(OC(F)F)cc1 (centres undefined),-8,26&20,58*,-11&-10,62*!,-6,-5&-2,70*!
CCCCc1cc(=O)oc2c(C)c(OCC(=O)N3CCCC3)ccc12,-5,0,-16,-1,20,0,-2,-1.0
COc1cc(NC(=O)CN2CCN(c3ccccc3O)CC2)c(C)cc1[N+](=O)[O-],-9,-6,-10,-4,7,-1,17,1.7
COc1ccc(OC)c(NC(=O)CSc2nnc(Cc3cccn3C)n2CCc2ccccc2)c1,-5,7,6,1,6,-4,-3,-0.5
CCOc1ccccc1NS(=O)(=O)c1ccc(Br)s1,-2,0,5,0,11,0,11,0.3
O=C(NCCN1CCNC1=O)C1CCC(=O)N(CCc2ccccc2)C1 (centres undefined),-10,4,-9,2,1,-3,-10,-1.0
Cc1c(C(=O)N2CCOCC2)sc(NC(=O)C(C)C)c1C#N,2,-4,4,-2,3,4,1,-2.0
Cn1nc(C(=O)N2CCN(c3ccccc3)CC2)c2c1-c1ccccc1S(=O)(=O)C2,-6,-4,-13,0,13,-6,4,-0.8
CS(=O)(=O)N(CC(=O)Nc1ccccc1Sc1ccccc1)C1CCCCC1,-3,13,17,-2,9,-2,-10,8.9
O=C(NCc1nnnn1-c1ccc(F)c(F)c1)c1ccc2ccccc2c1,1,1,-2,6,2,-2,-5,0.5
O=C(CN1CCN(Cc2ccccc2Cl)CC1)N/N=C/C=C\c1ccccc1[N+](=O)[O-],-1,-7,-9,-1,13,3,17,0.5
O=C(CC1(O)C(=O)N(CCc2ccccc2)c2ccccc21)c1ccco1 (centres undefined),-4,-22,-20,1,-1,1,2,-6.5
COc1ccc(/C=C/C(=O)Nc2cc(F)ccc2C)cc1S(=O)(=O)N1CCOCC1,-2,0,8,-1,1,1,-23,-0.1
COc1ccc(OC)c(S(=O)(=O)Nc2cc3c4c(c2)CCN4C(=O)CC3)c1,-4,-5,-12,2,11,-2,9,0.3
COc1ncccc1-c1nnn(-c2ccc(Cl)nc2)n1,2,-3,-4,-2,12,5,-31,0.6
COc1ccccc1Nc1ccc(NC(=O)c2cccc([N+](=O)[O-])c2C)cc1,0,5,18,19*,26,-2,-6,4.0
COc1ccc(CCNC(=O)C2CCN(Cc3nc(-c4ccccc4C)oc3C)CC2)cc1OC,1,3,3,0,2,1,11,82*
COc1cc(C(=O)NNC(=O)C2CC2)cc(OC)c1OC,-3,-2,-9,15*,9,4,-2,-1.4
COCC1CCN(Cc2cn[nH]c2-c2cc3ccccc3o2)C1 (centres undefined),-4,-5,-5,-1,9,-1,16,-0.5

Screening results: PubChem, Sanford-Burnham Center for Chemical Genomics
